# Screening results as filed in PubChem.
# ASM inhibitor: Inhibitors of Secretory Acid Sphingomyelinase (S-ASM): qHTS. hit rate 0.006% among 340,000. placental ASM, HMU-PC fluorogenic substrate, 60 min. Potency, µM (titrated, usually from 57.5 µM), inactives show at the top dose activity change, negative = inhibition, usual class: inhibitors. AID 504937, 2011. Sphingomyelin phosphodiesterase (Homo sapiens), P17405; also: potency is read from the fitted curve at half-maximal effect
#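 HMU-PC0 cleavage (9 uM final) by human placental ASM, 60 min at 37 °C following 10 min compound exposure at RT; stopped at pH 10, fluorescence Ex 386/Em 447 nm.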
# Coupling enz: qHTS Assay for Inhibitors of Fructose-1,6-bisphosphate Aldolase from Giardia Lamblia: Coupling assay counterscreen; coupling enzyme system counterscreen, AmpLite Red fluorescence; activity change, negative = inhibition, % at 58.2 µM, hits read low; hit rate 0.67% among 290,000; in the data active = activity change below about -30%; also: % is scaled to controls: 0 for no effect and ±100 for the full control effect
#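 Compounds tested against the coupling enzymes alone at 57.5 uM final; readout was AmpLite Red fluorescence (525/598 nm) after 20 min at RT.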
# PTAP TSG101 blk: qHTS Assay for Iinhibitors of HIV-1 Budding by Blocking the Interaction of PTAP/TSG101. Potency, µM (series often up to 115 µM), without a hit: at the highest dose activity change, negative = inhibition, actives largely listed as inhibitors. 340,000 tested, under 10 active. Tumor susceptibility gene 101 protein (Homo sapiens), Q99816. AID 493005, 2010. Fluorescence polarization, FITC-PTAP peptide / Tsg101 binding; active = well fitted inhibition curve with a large enough effect in the main read-out, with a control signal flat, not every such curve was filed as active; inconclusive = small, poorly fitted or top-dose-only effect, or effect the other way, or a change in a side signal; inactive = no such curve, though single readings can be large or run the other way; also: potency is read from the fitted curve at half-maximal effect; % of control where 0% means no effect
#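 Compounds were pin-transferred onto Tsg101 binding domain (10 uM final) in HEPES pH 7.5 buffer, then FITC-PTAP peptide was added at 50 nM final. After 20 min at RT, polarization reported peptide displacement across a qHTS concentration series.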
# Chronic BCR inh: qHTS Assay to Find Inhibitors of Chronic Active B-Cell Receptor Signaling | ABC-DLBCL IkBa-CBG/CBR reporter, luminescence ratio, 4 h | Potency, µM (series often up to 46.1 µM), for inactives: at the top dose ratio change, negative = lower green/red ratio, usual class: inhibitors | hit rate 0.05% among 340,000 | AID 493014, 2011; active = well fitted inhibition curve with a large enough effect in the signal ratio, with a control signal flat, not every such curve was filed as active; inconclusive = small, poorly fitted or top-dose-only effect, or effect the other way, or a change in a side signal; the % refers to the signal ratio;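 also: potency is read from the fitted curve at half-maximal effect; plate controls were basal doxycycline-induced cells for no effect and cells given 10 µM MG132 for full effect; MG132 reads +100%, hits lower the ratio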
#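 TMD8 ABC-DLBCL cells carrying doxycycline-inducible green luciferase fused to IkappaBalpha plus unfused red luciferase were exposed to compounds (up to 46 uM) for 4 hrs at 37C. Activity came from the overlap-corrected green/red luminescence ratio.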
# Tb PFK block: qHTS Assay to Find Inhibitors of T. brucei phosphofructokinase; T. brucei PFK, ADP-Glo luminescence; Potency, µM (doses to about 57.5 µM), inactives show at the highest dose activity, negative = inhibition, hits mostly inhibitors; hit rate 0.17% among 330,000;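 also: potency is read from the fitted curve at half-maximal effect; 0% = uninhibited 1x PFK enzyme wells and -100% = no-enzyme wells; nearly all actives have a fitted effect of over 60% in size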
#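 ADP-Glo luminescence quantified ADP after 45 min at room temperature, with 1.25 nM T. brucei PFK, 0.1 mM ATP and 0.5 mM fructose-6-phosphate in pH 8.0 TEA buffer. qHTS titrations up to 57 µM; curves classified by quality.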
# B2AR arrestin: qHTS assay of beta-arrestin-biased ligands of beta2-adrenergic receptor; Potency, µM (highest dose often 46.1 µM), without a hit: top-dose activation, hits mostly activators; hit rate 0.02% among 330,000; beta-arrestin recruitment to beta2AR, cell-based reporter; AID 492947, 2010; Beta-2 adrenergic receptor (Homo sapiens), P07550;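 also: potency is read from the fitted curve at half-maximal effect; 0% = DMSO controls and full agonism = EC100 isoproterenol or metaproterenol; nearly all actives have a fitted effect of over 65% in size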
# Target sequence (P07550 whole entry, looked up): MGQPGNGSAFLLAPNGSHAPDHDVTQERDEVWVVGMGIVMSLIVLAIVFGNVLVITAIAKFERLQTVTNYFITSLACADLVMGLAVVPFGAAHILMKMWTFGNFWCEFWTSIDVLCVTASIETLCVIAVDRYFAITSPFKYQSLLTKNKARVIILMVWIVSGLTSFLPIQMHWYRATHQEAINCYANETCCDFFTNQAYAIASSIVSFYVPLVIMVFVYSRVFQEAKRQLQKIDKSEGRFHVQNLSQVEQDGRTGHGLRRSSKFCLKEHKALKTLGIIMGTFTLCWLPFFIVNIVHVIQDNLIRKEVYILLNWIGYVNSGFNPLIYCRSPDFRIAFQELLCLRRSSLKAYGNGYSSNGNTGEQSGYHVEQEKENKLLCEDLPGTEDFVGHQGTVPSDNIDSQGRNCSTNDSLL
# PKM2 activator: qHTS Assay for Activators of Human Muscle isoform 2 Pyruvate Kinase; Pyruvate kinase PKM (Homo sapiens), P14618; AID 1631, 2009; hit rate 0.34% among 260,000; purified PKM2, Kinase-Glo ATP luminescence, activation; response scale: 0% is enzyme alone, no compound; Potency, µM (doses to about 57.5 µM), without a hit: at the highest dose activation, most hits filed as activators; also: potency is read from the fitted curve at half-maximal effect; % is scaled to controls: 0 for no effect and ±100 for the full control effect; nearly all actives have a fitted effect of over 55% in size
# Target sequence (P14618 whole entry, looked up, canonical isoform): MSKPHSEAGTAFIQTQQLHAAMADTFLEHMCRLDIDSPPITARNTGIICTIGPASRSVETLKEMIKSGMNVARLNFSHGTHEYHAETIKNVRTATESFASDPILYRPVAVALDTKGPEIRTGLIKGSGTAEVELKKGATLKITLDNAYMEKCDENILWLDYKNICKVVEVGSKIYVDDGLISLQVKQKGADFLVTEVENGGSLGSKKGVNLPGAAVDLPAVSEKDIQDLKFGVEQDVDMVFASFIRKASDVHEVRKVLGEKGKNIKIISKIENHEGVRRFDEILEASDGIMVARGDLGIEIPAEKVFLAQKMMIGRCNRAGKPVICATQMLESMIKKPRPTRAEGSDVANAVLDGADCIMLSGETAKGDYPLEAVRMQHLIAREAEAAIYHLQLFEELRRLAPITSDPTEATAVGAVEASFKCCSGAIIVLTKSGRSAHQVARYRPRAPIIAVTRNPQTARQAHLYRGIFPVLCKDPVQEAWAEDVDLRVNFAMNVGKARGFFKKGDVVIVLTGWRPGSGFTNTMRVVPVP
#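 hPK-M2, >95% pure; 0.1 mM ADP / 0.5 mM PEP final; imidazole pH7.2 buffer w/ 7 mM MgCl2, 50 mM KCl; 1 h RT; Kinase-Glo lum. Intermediate enzyme activity for dual inhibitor/activator qHTS.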
# a7 integrin act: qHTS for Activators of Integrin-Mediated Alleviation for Muscular Dystrophy; alpha7betagal myoblasts, beta-gal FDG fluorescence, 48 h; Potency, µM (doses to about 38.3 µM), inactives show at the highest dose activation, actives largely listed as activators; hit rate 0.064% among 350,000;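 also: potency is read from the fitted curve at half-maximal effect; 100% = response of the positive control SU9516; nearly all actives have a fitted effect of over 60% in size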
#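 alpha7betagal+/- myoblasts (passage 13, 250/well) treated 48 h at 37C with compounds at 1:260 dilution of DMSO stock. Lysed, then beta-galactosidase activity read as FDG fluorescence (ex 480/em 540) after 30 min, with pre-read for autofluorescence.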
# Giardia kill: Small Molecules that selectively kill Giardia lamblia: qHTS; hit rate 0.15% among 340,000; Giardia lamblia trophozoite viability; activity change, % at 7.66 µM, hits read low; in the data active = activity change below about -80%; inconclusive = between about -30% and that limit;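 also: parasites exposed to compound for two days anaerobically before the ATP read; % is scaled to controls: 0 for no effect and ±100 for the full control effect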
#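 Viability, read as ATP luminescence: trophozoites at 100 cells/well, compound added, 48 hrs anaerobic at 37 deg C, then 15-30 min room-temperature development before reading.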
# Menin-MLL TR inh: qHTS Assay for Inhibitors Targeting the Menin-MLL Interaction in MLL Related Leukemias: Competition With Texas Red Labeled MLL-derived Mutant Peptide. O00255. Menin + Texas Red MLL mutant peptide, fluorescence polarization. Potency, µM (top dose mostly 61.6 µM), for the others: at the highest dose FP activity change, negative = inhibition, hits mostly inhibitors. hit rate 0.23% among 270,000; active = well fitted inhibition curve with a large enough effect in the polarisation, with a control signal flat, not every such curve was filed as active; inconclusive = small, poorly fitted or top-dose-only effect, or effect the other way, or a change in a side signal; inactive = no such curve, though single readings can be large or run the other way; the % refers to the polarisation; also: potency is read from the fitted curve at half-maximal effect; % of control where 0% means no effect; many of its hits are not listed in these tables
# GALK inh: qHTS Assay for Inhibitors of Human Galactokinase (GALK) | Purified GALK, Kinase-Glo residual ATP luminescence | Potency, µM (doses to about 57.5 µM), without a hit: at the highest dose activity change, negative = inhibition, hits mostly inhibitors | hit rate 0.007% among 270,000 | AID 1868, 2009; also: potency is read from the fitted curve at half-maximal effect; % is scaled to controls: 0 for no effect and ±100 for the full control effect
#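 Compounds were pin-transferred into ATP buffer (35 uM final), then GALK plus galactose (5 nM, 100 uM final) was added. After 1 h at room temperature, Kinase-Glo Plus was added and luminescence read after 10 min.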
# An asterisk follows results filed as active; ? = inconclusive; / = not tested or not shown; [ ] = another dose, or the depositor's remark. Unless noted, calls follow the shape of the dose curve; as a rule, active = well fitted curve in the direction sought with a large enough effect; inconclusive = small, poorly fitted or top-dose-only effect, or another doubt; inactive = no such curve, though single readings can be large; an effect the other way counts as inactive or inconclusive. A portion of the library. The share of hits here may be higher or lower than overall.
SMILES,ASM inhibitor,Coupling enz,PTAP TSG101 blk,Chronic BCR inh,Tb PFK block,B2AR arrestin,PKM2 activator,a7 integrin act,Giardia kill,Menin-MLL TR inh,GALK inh
COc1ccc(NC(=O)c2ccc(N3C(=O)C4CC=C(C)CC4C3=O)cc2)c(OC)c1 (stereo unspecified),-1%,3,6%,-1%,2%,0.4%,/,-17%,-23,5%,3%
C=CCn1nc(-c2ccccc2)c(N2CCCCC2)cc1=O,-1%,-2,-3%,13%,-5%,-0.3%,0%,-28%,-4,?,-2%
COC(=O)c1nc(NNC(=O)c2ccccc2)sc1-c1ccccc1,1%,6,-2%,-7%,2%,-0.4%,/,-31%,-6,2%,0%
COc1ccc2c(C)cc3n[nH]c(=S)n3c2c1,22%,2,-4%,24%,-7%,-0.3%,7%,0%,23,/,0%
CCn1c(SCC(=O)NCCc2ccccc2)nc2c([nH]c3ccccc32)c1=O,0%,/,-1%,-2%,0%,-0.1%,-10%,-29%,8,/,3%
Cc1cc2cc3c(cc2nc1SCC(=O)OC(C)C)OCCO3,-2%,7,-3%,?,6%,-0.2%,-1%,-40%,-20,5%,1%
CCOc1ccc2oc(C(=O)OCC(=O)N3CCCC(C)C3)c(C)c2c1 (stereo unspecified),-7%,/,0%,2%,-11%,-0.6%,/,10%,10,/,/
COc1ccc(C(=O)COC(=O)/C=C/c2ccco2)cc1F,-4%,/,-4%,?,-5%,0.0%,/,10%,27,/,/
CNC(=S)N1CCC(NC(=O)c2ccco2)CC1,/,2,/,-2%,6%,0.0%,-1%,/,/,/,1%
COc1ccccc1NC(=O)C1=C(C)Nc2nnnn2C1c1ccccn1 (stereo unspecified),1%,4,-6%,?,1%,0.1%,3%,-28%,48[activator],/,-3%
COc1ccc2cc(S(=O)(=O)NCc3cccnc3)ccc2c1,8%,-1,-1%,13%,0%,0.0%,/,-36%,-1,10%,-1%
CC(C)Sc1nnc(SCC(=O)NCCCN2CCCC2=O)s1,6%,/,1%,-2%,-5%,-0.1%,/,-21%,7,/,/
CCn1nc(C(=O)OCC(=O)c2cc(C)n(Cc3cccs3)c2C)c2ccccc2c1=O,-3%,-1,-1%,-12%,17%,-0.4%,0%,-12%,-5,-3%,-1%
O=S(=O)(O)c1cccc2c(N=Nc3ccc(O)c4ncccc34)cccc12,-11%,-12,-3%,?,?,0.0%,/,-4%,6,?,-2%
Cc1ccc(C(=O)N2CCN(Cc3ccc4c(c3)OCO4)CC2)cc1[N+](=O)[O-],0%,0,0%,1%,3%,-0.4%,2%,18%,-18,?,-2%
Cc1cc(C)n(CCNC(=O)CC2C(=O)NCCN2Cc2ccc(C)o2)n1 (stereo unspecified),11%,-2,-11%,3%,-7%,0.4%,6%,3%,3,-3%,2%
CCCOc1ccc(-c2nc(OC)c3ccccc3n2)cc1,-1%,2,0%,1%,-3%,-1.2%,-1%,10%,-7,-1%,2%
COc1ccc(OC)c2sc(NC(=O)c3ccc(Br)s3)nc12,-2%,0,-8%,?,-2%,0.2%,-7%,11%,-27,?,1%
Cn1nc([N+](=O)[O-])nc1Sc1nnnn1-c1cccc(C(=O)O)c1,2%,-23,-7%,?,0%,-0.3%,2%,0%,-10,/,-2%
O=C(Nc1cccnc1)c1ccco1,2%,2,-1%,-6%,4%,0.6%,-2%,-23%,-6,-1%,2%
N#CCC(=O)N/N=C/c1cc(Br)ccc1OCc1cccc2ccccc12,-27%,-4,-6%,2%,8%,0.1%,/,-19%,-12,10%,4%
C=CCNc1sc(C(=O)c2ccc(C)cc2)c(N)c1C#N,-3%,0,-1%,-2%,5%,-0.2%,1%,9%,0,0%,-1%
O=C(CNCc1ccc(F)cc1)Nc1ccc(C(=O)N2CCCCC2)cc1,2%,0,-4%,3%,-7%,0.4%,0%,-29%,8,-15%,3%
CSc1nnc(-c2ccccc2)n1C,6%,1,-6%,-18%,-5%,-0.8%,-2%,37%,17,-4%,-8%
COc1cc2c(cc1OC)C(=S)NC(C)(C)C2,8%,7,-10%,?,4%,0.1%,-1%,-21%,-4,-9%,0%

# Four entries drawn at random from the list so far:
SMILES,ASM inhibitor,Coupling enz,PTAP TSG101 blk,Chronic BCR inh,Tb PFK block,B2AR arrestin,PKM2 activator,a7 integrin act,Giardia kill,Menin-MLL TR inh,GALK inh
O=C(CNCc1ccc(F)cc1)Nc1ccc(C(=O)N2CCCCC2)cc1,2%,0,-4%,3%,-7%,0.4%,0%,-29%,8,-15%,3%
CC(C)Sc1nnc(SCC(=O)NCCCN2CCCC2=O)s1,6%,/,1%,-2%,-5%,-0.1%,/,-21%,7,/,/
CCn1c(SCC(=O)NCCc2ccccc2)nc2c([nH]c3ccccc32)c1=O,0%,/,-1%,-2%,0%,-0.1%,-10%,-29%,8,/,3%
COc1ccc(NC(=O)c2ccc(N3C(=O)C4CC=C(C)CC4C3=O)cc2)c(OC)c1 (stereo unspecified),-1%,3,6%,-1%,2%,0.4%,/,-17%,-23,5%,3%

# Other results:
SMILES,ASM inhibitor,Coupling enz,PTAP TSG101 blk,Chronic BCR inh,Tb PFK block,B2AR arrestin,PKM2 activator,a7 integrin act,Giardia kill,Menin-MLL TR inh,GALK inh
C=CCn1c(=S)[nH]c2sccc2c1=O,0%,-8,-1%,-1%,3%,0.1%,-7%,-12%,-20,-7%,8%
CCc1ccc(-c2cn3c(n2)SCC3)cc1,-2%,4,0%,-5%,-3%,0.0%,6%,?,?,2%,12%
Cc1cc2[nH]c(=O)c(=O)[nH]c2cc1S(=O)(=O)Nc1cccc(F)c1,-6%,0,-2%,?,2%,0.3%,/,-9%,-24,16%,4%
Cc1ccccc1Nc1nc(N)nc(COC(=O)c2cccc(S(=O)(=O)N(C)C)c2)n1,0%,-1,-1%,?,-6%,-2.7%,8%,-7%,27,5%,0%
O=C(O)c1ccc(Sc2nnc(-c3cccc(Br)c3)o2)c([N+](=O)[O-])c1,23%,18,-9%,24%,-2%,0.2%,-2%,-24%,4,?,1%
CS(=O)(=O)Nc1nnc(CCc2ccccc2)s1,0%,1,-4%,?,-2%,0.2%,-9%,13%,-17,5%,-4%
CCN(CC(=O)Nc1ccccc1OC)C(=O)c1ccc(N(C)S(=O)(=O)c2ccc(C)cc2)cc1,-2%,/,-1%,-6%,-1%,-0.1%,/,0%,18,/,/
CCOC(=O)c1c(N)sc2c1CCS(=O)(=O)C2,9%,1,-9%,3%,-5%,0.0%,-1%,1%,-10,-4%,3%
COc1ccc(-n2cnc3cc(N)ccc32)cc1,7%,-1,-8%,?,0%,-0.5%,0%,4%,2,3%,-1%
Cc1cccc(C)c1NC(=O)CSCc1cccc(CSCC(=O)Nc2c(C)cccc2C)n1,1%,3,1%,2%,0%,0.1%,-2%,-26%,-2,-16%,2%
CCOc1ccc(-n2cc(-c3ccccc3)c3c(=O)[nH]cnc32)cc1,-7%,0,-7%,1%,-2%,-0.1%,10%,0%,1,10%,10%
COc1ccc(CC(=O)NCCC(C)C)cc1S(=O)(=O)N1CCOCC1,0%,0,-2%,-4%,3%,0.0%,-10%,1%,-2,-12%,-1%
CCN(CC)CC(=O)N(CC(=O)Nc1c(C)cc(C)cc1C)C1CCCCC1,6%,0,-1%,16%,1%,-0.1%,14%,7%[7.66 µM],-13,-14%,-5%
CC(C)(C)OC(=O)NNC(=O)Nc1ccccc1C(F)(F)F,3%,0,-3%,?,-5%,-0.2%,-20%,0%,-6,2%,1%
CN(CC(=O)Nc1cccc(S(=O)(=O)N2CCCC2)c1)CC(=O)Nc1ccc(Cl)c(C(F)(F)F)c1,-18%,/,0%,?,-12%,-0.9%,/,-21%,6,/,/
CCOc1ccc(NC(=O)N(CCC(C)C)C(C)c2ccco2)cc1 (stereo unspecified),2%,0,-7%,9%,1%,-0.3%,-8%,19%,-27,17%,3%
